Bioassay records deposited in PubChem by several laboratories.
CIT2 TOR yeast: modulators of CIT2-GFP expression in yeast, primary screen, S. cerevisiae, GFP fusion, multiplex flow cytometry, MLPCN library; S. cerevisiae CIT2-GFP strain, 3 h; 100 means same as DMSO wells; GFP response vs DMSO, % at 10 µM; actives 0.065% (n = 320,000);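 active = GFP response relative to DMSO above a set limit, near the screen mean plus 3 SD, cut at about 150% in these data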;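 also: ratio of well median GFP fluorescence to mean of DMSO wells on the plate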
VLA-4 inh: inhibition in human VLA-4 binding assay, primary screen, VLA-4 allosteric modulator project, MLPCN library, flow cytometry, VLA-4 expressing cells | Integrin alpha-4 (Homo sapiens), P13612 | ligand binding flow cytometry | inhibition, % (about 7 µM as worked out from the volumes in the protocol) | actives 0.2% (n = 330,000) | AID 2557, 2010; in the data active = inhibition above about 50%
GRK2 aptamer HTS: compounds blocking aptamer binding on GRK2 – biochemical, human GRK2, bead flow cytometry, HTS, primary screen. FAM-aptamer displacement from GRK2. inhibition of aptamer binding, % at 10 µM. actives 0.59% (n = 330,000);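 active = inhibition of aptamer binding above 40%, roughly 3 SD of noise, on plates passing a quality check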;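 also: median bead fluorescence of bound FAM aptamer so fluorescent compounds give negative values; no value below 0 was filed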
Target sequence (P25098 whole entry, looked up): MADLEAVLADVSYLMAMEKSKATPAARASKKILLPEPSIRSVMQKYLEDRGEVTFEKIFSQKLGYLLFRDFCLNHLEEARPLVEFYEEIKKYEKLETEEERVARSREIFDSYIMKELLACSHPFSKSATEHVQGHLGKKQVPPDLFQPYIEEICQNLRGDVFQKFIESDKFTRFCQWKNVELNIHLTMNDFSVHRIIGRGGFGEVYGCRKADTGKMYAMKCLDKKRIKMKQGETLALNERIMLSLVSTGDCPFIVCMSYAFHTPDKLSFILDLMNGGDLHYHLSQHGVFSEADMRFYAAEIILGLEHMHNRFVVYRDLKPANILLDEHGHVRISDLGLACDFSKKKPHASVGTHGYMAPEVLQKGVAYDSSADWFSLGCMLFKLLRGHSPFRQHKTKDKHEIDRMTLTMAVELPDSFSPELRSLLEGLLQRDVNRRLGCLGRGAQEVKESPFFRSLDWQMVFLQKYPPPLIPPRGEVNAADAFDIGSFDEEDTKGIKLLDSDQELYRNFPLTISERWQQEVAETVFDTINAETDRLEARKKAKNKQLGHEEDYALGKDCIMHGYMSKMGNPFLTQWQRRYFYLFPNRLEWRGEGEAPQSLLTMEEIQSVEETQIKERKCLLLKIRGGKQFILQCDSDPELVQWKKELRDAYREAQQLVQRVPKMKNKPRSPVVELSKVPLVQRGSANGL
AGP1-GFP MLPCN: modulators of AGP1-GFP expression in yeast TOR pathway, primary screen, cell-based, multiplex flow cytometry, S. cerevisiae, MLPCN library. 3 h; GFP as percent of DMSO wells. GFP response vs DMSO, % at 10 µM. actives 0.02% (n = 320,000). AID 2066, 2009;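 active = GFP response relative to DMSO above a set limit, near screen average plus 3 SD, cut at about 150% in these data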;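 also: median GFP channel fluorescence of the gated AGP1 strain per well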
LAP4 TOR yeast: modulators of LAP4-GFP expression in yeast, primary screen, S. cerevisiae, multiplex flow cytometry, MLPCN library | 3 h; median GFP as percent of DMSO wells | GFP response vs DMSO, % at 10 µM | actives 0.34% (n = 320,000) | AID 2023, 2009;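 active = GFP response vs DMSO above a set limit, about the screen mean plus 3 SD, cut at about 150% in these data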
MEP2-GFP yeast: modulators of MEP2-GFP levels in yeast, primary screen, S. cerevisiae, multiplex flow cytometry, MLPCN library. actives 0.51% (n = 330,000). GFP response vs DMSO, % at 10 µM. S. cerevisiae MEP2-GFP strain, 3 h; 100% = DMSO control level;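 active = GFP response versus DMSO above a set limit, roughly screen mean plus 3 SD, cut at about 180% in these data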;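 also: median GFP fluorescence of the barcode-gated MEP2-GFP cells per well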
RPL19A-GFP yeast: RPL19A-GFP expression modulators in yeast, primary screen, cell-based, S. cerevisiae, multiplex flow cytometry, MLPCN; percent response vs DMSO, % at 10 µM; S. cerevisiae RPL19A-GFP strain, 3 h; active compounds read low; actives 0.3% (n = 330,000); AID 2025, 2009;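 active = percent response vs DMSO below 50%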;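 also: median channel GFP fluorescence of the barcoded RPL19A-GFP strain; ratio of sample median GFP to plate DMSO average so 100% = DMSO; lower means less RPL19A-GFP as with rapamycin TOR inhibition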
GASC-1 inh: inhibitors of GASC-1 histone demethylase, primary screen, biochemical, fluorescence, DELFIA europium; GST-JMJD2C(1-420) H3K9me3 demethylation; Lysine-specific demethylase 4C (Homo sapiens), Q9H3R0; actives 0.069% (n = 330,000); inhibition, % at 2.35 µM;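 active = more than half of a compound's replicate wells show inhibition beyond 50%, single wells judged on their own value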;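 also: signal counts dimethyl H3K9 product captured on neutravidin plate; 0% = median of DMSO wells and 100% = 0.3 times that DMSO median; strong numbers were not always called active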
Target sequence (Q9H3R0 1-420 limits assumed): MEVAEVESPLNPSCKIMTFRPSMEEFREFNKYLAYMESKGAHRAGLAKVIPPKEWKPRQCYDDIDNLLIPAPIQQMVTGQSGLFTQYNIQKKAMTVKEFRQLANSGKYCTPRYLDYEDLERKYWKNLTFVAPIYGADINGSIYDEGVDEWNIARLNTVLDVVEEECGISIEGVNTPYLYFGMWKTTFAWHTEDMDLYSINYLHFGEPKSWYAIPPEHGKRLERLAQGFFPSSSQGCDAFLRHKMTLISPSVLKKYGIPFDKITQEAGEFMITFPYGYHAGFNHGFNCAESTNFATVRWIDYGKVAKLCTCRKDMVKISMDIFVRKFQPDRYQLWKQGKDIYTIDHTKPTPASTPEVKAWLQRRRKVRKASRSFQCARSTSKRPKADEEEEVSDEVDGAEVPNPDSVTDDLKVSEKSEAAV
The depositor's hits bear a star; [ ] = another dose, or the depositor's remark.

Every second line gives: CIT2 TOR yeast, VLA-4 inh, GRK2 aptamer HTS, AGP1-GFP MLPCN, LAP4 TOR yeast, MEP2-GFP yeast, RPL19A-GFP yeast, GASC-1 inh
> COc1ccccc1NC(=O)c1nn(C)c(C(=O)Nc2ccccc2OC)c1[N+](=O)[O-]
→ 103, 6, 3, 106, 101, 95, 109, 4
> O=C(c1ccco1)N1CCN(C(=O)c2ccc(-c3ccccc3Cl)o2)CC1
→ 93, 3, 2, 93, 106, 101, 100, 1
> Cc1ccccc1NC(=O)CN1CCOCC1
→ 113, -3, 0, 92, 99, 104, 106, 6
> COc1ccc(C2C(C(N)=O)=C(C)Nc3nc(CCCO)nn32)cc1 (stereo not drawn)
→ 103, -22, 2, 96, 88, 109, 106, -11
> CC(=O)c1c(C)[nH]c(C(=O)N(CCc2ccccc2)Cc2ccccc2)c1C
→ 102, 6, 0, 103, 96, 102, 109, 5
> O=S(=O)(Nc1cccc(-c2nnco2)c1)c1ccc(F)cc1F
→ 105, -3, 2, 111, 107, 102, 97, 10
> CCCCN(C(=O)c1[nH]c(C)c(C(=O)OCC)c1C)c1c(N)n(CCCC)c(=O)[nH]c1=O
→ 88, 1, 1, 98, 93, 96, 98, 1
> COc1cccc(/C=N/Nc2nn3cnnc3c3ccccc23)c1
→ 97, 11, 0, 98, 98, 102, 96, 0
> O=C(c1ccc2c(c1)OCO2)N1CCC2(CC1)Oc1ccc(Cl)cc1C(=O)C21CC(c2ccccc2)=NO1 (stereo not drawn)
→ 98, -9, 4, 97, 93, 96, 94, -1
> Cc1ccc(CSc2ncnc3c2cnn3-c2ccccc2)cc1
→ 99, -5, 1, 103, 105, 104, 105, -2

Every second line gives: CIT2 TOR yeast, VLA-4 inh, GRK2 aptamer HTS, AGP1-GFP MLPCN, LAP4 TOR yeast, MEP2-GFP yeast, RPL19A-GFP yeast, GASC-1 inh
> CCCCSc1nnc2c(n1)OC=Nc1ccccc1-2
→ 119, -6, 0, 92, 93, 117, 105, 3
> CC1CC(C)CN(C(=O)c2ccc(CNc3c(N4CCCC4)c(=O)c3=O)cc2)C1 (stereo not drawn)
→ 96, 6, 2, 103, 99, 97, 99, -4
> CC(NC(=O)COC(=O)C1=COCCO1)C12CC3CC(CC(C3)C1)C2 (stereo not drawn)
→ 91, -5, 0, 95, 93, 95, 97, 4
> CC1CN(C(=O)c2cccc(S(=O)(=O)Nc3ccccc3Cl)c2)CC(C)O1 (stereo not drawn)
→ 99[may fluoresce green], 4, 2, 101[may fluoresce green], 89[may fluoresce green], 102[may fluoresce green], 98[may fluoresce green], 4
> O=C(c1ccco1)N1CCN(c2ncnc3c(-c4ccc(Cl)cc4)nsc23)CC1
→ 98, 6, 1, 109, 101, 106, 105, -10
> CSc1ccc(Cl)c(C(=O)Nc2ccc(Cl)cn2)c1
→ 100, 9, 0, 104, 113, 101, 100, 174
> O=C(CN1C(=O)NC2(CCCCCCC2)C1=O)NCc1ccc(Cl)cc1
→ 81, -2, 0, 85, 82, 97, 99, -1
> CCN(CC(=O)Nc1ccc(C(C)=O)cc1)CC(=O)Nc1ccccc1C(F)(F)F
→ 98, 1, 0, 97, 97, 99, 97, -1
> Cc1cc(C(=O)N/N=C(\CCC(=O)O)c2cccs2)c2ccccc2n1
→ 110, -2, 0, 119, 106, 103, 96, 6
> COc1cc(NC(=O)C2CC(=O)NC3=C2C(=O)CC(C)(C)C3)c(OC)cc1Cl (stereo not drawn)
→ 110, 12, 3, 111, 98, 106, 102, 0

Every second line gives: CIT2 TOR yeast, VLA-4 inh, GRK2 aptamer HTS, AGP1-GFP MLPCN, LAP4 TOR yeast, MEP2-GFP yeast, RPL19A-GFP yeast, GASC-1 inh
> Cn1c(NC(=O)C2c3ccccc3Oc3ccccc32)cc(=O)n(C)c1=O
→ 103, 9, 1, 106, 95, 102, 95, 3
> CCC(C)N(C(=O)COC(=O)CSc1ccc([N+](=O)[O-])cc1)C1CCS(=O)(=O)C1 (stereo not drawn)
→ 128, 0, 4, 114, 135, 111, 115, -6
> Cc1cccc(-n2nnc3c(=O)n(Cc4ccccn4)cnc32)c1
→ 98, 9, 0, 102, 97, 100, 106, -9
> C[C@H](NC(=O)c1nc[nH]c1C(=O)NC1CCNCC1)C(=O)OCc1ccccc1
→ 96, 1, 12, 97, 99, 103, 115, 7
> CC(=O)c1sc(NCc2ccccc2)nc1C
→ 100, 14, 0, 99, 93, 95, 100, -13
> COc1ccc(C(CNC(=O)COc2ccccc2OC)N2CCCCC2)cc1 (stereo not drawn)
→ 103, 8, 20, 107, 99, 107, 101, 2
> Cc1cc(N2C(=O)c3ccc(C(=O)Nc4ccc(CC(=O)O)cc4)cc3C2=O)no1
→ 97, 11, 2, 96, 89, 90, 103, -3
> N#Cc1cn(Cc2ccccc2)c(=O)[nH]c1=O
→ 109, 5, 1, 99, 94, 101, 101, 8
> O=C(Nc1ccc(Cl)c(S(=O)(=O)N2CCOCC2)c1)c1ccccn1
→ 103, 12, 0, 97, 94, 97, 97, -2
> COc1cc(CNCc2ccccn2)ccc1OCC(=O)NC(C)(C)C
→ 93, 5, 14, 89, 85, 96, 95, -4

Every second line gives: CIT2 TOR yeast, VLA-4 inh, GRK2 aptamer HTS, AGP1-GFP MLPCN, LAP4 TOR yeast, MEP2-GFP yeast, RPL19A-GFP yeast, GASC-1 inh
> CC(C)CCN1CCN(Cc2ccc(C#CC(C)(C)O)s2)CC1CCO (stereo not drawn)
→ 90, 1, 0, 101, 104, 98, 100, -14
> O=C(c1cccc(N2CCCC2=O)c1)N1CCOCC1
→ 102, 7, 1, 100, 100, 98, 98, -12
> Cc1ccc(NC(=O)N2CCC(c3nc4c(nnn4Cc4c(F)cccc4Cl)c(=O)[nH]3)CC2)cc1
→ 108, -7, 0, 95, 101, 100, 96, 6
> NC(=O)c1ccc(NC(=O)COC(=O)c2c3c(nc4ccccc24)/C(=C\c2cccs2)CCC3)cc1
→ 93, -3, 1, 40, 106, 107, 99, 5
> NS(=O)(=O)c1cccc(C(=O)NC2CCSc3ccccc32)c1 (stereo not drawn)
→ 98, 7, 0, 94, 92, 91, 95, -3
> O=C(Nc1ccccc1N1CCOCC1)c1cccc2c(Br)cccc12
→ 91, 9, 0, 95, 98, 96, 99, -13
> COCCn1c(C)c(C(=O)O)sc1=S
→ 100, -8, 0, 95, 91, 89, 92, 7
> Cc1cc(C)cc(NC(=O)C2CCN(c3nccs3)CC2)c1
→ 87, 7, 0, 89, 97, 95, 96, -2
> CCOC(=O)CN1CC23C=CC(O2)C(C(=O)Nc2ccc(C(C)=O)cc2)C3C1=O (stereo not drawn)
→ 96, 3, 1, 99, 113, 99, 97, 2
> Cc1ccc(C2CC(c3ccccc3OC(F)F)Nc3ncnn32)cc1 (stereo not drawn)
→ 96, 11, 1, 93, 92, 105, 95, -9

| mol | CIT2 TOR yeast | VLA-4 inh | GRK2 aptamer HTS | AGP1-GFP MLPCN | LAP4 TOR yeast | MEP2-GFP yeast | RPL19A-GFP yeast | GASC-1 inh |
| --- | --- | --- | --- | --- | --- | --- | --- | --- |
| O=C(COC(=O)Cc1ccc(F)cc1)Nc1ccc2[nH]c(=O)[nH]c2c1 | 93 | -2 | 0 | 104 | 103 | 99 | 94 | 3 |
| Cc1csc(N2CCCC2c2nc3cc(Cl)c(N4CCCCC4)cc3n2CCCO)n1 (stereo not drawn) | 101 | -1 | 4 | 100 | 105 | 112 | 98 | -9 |
| Cc1cc(C)c2c(CC(=O)NNC(=O)c3ccccc3)coc2c1 | 109 | 2 | 0 | 98 | 100 | 103 | 106 | 5 |
| O=C(Nc1ccc(-c2nc3ccccc3o2)cc1)c1ccc2c(c1)OCO2 | 101 | 7 | 1 | 92 | 115 | 103 | 98 | -9 |
| CC(=O)Nc1ccc(NC(=O)COc2ccc(-c3ccccc3)cc2)cc1 | 91 | 0 | 0 | 94 | 77 | 101 | 119 | 5 |
| O=C1C2C3C=CC(C3)C2C(=O)N1Cc1ccc(CN2C(=O)C3C4C=CC(C4)C3C2=O)cc1 (stereo not drawn) | 103 | -10 | 3 | 105 | 96 | 103 | 100 | 1 |
| CCOC(=O)C1(Cc2ccccc2C(F)(F)F)CCN(C(C)COC)CC1 (stereo not drawn) | 96 | -1 | 3 | 99 | 98 | 90 | 95 | 6 |
| O=C1OCCC1N1C(=O)c2ccccc2S1(=O)=O (stereo not drawn) | 88 | -7 | 4 | 92 | 87 | 89 | 96 | 6 |
| CC(Oc1ccc(Cl)cc1Cl)C(=O)NN=C1CCN(C)CC1 (stereo not drawn) | 96 | 13 | 0 | 95 | 91 | 91 | 101 | 14 |
| CC(C)c1onc(C(=O)NCc2ccc(Cl)cc2)c1[N+](=O)[O-] | 104 | -5 | 1 | 102 | 97 | 117 | 108 | 4 |
| O=S1(=O)CCOCCN1Cc1ccccc1 | 88 | 1 | 5 | 91 | 93 | 107 | 93 | 4 |
| COC(=O)c1cc(C(=O)NCc2ccc3c(c2)OCO3)cc([N+](=O)[O-])c1 | 109 | 6 | 0 | 99 | 92 | 107 | 101 | 3 |
| CC(=O)Nc1ccc(/C=N/N2C(=O)NC(C)(c3ccc(OC(F)F)cc3)C2=O)cc1 (stereo not drawn) | 107 | 3 | 0 | 109 | 114 | 98 | 101 | -3 |
| CCOc1ccc(-c2nnc3ccc(SCC(=O)NCc4ccco4)nn23)cc1 | 111 | -17 | 4 | 108 | 114 | 104 | 111 | 12 |
| Cc1ccc(S(=O)(=O)/N=C(\c2ccc(F)cc2)n2c(C)nc3ccccc32)cc1 | 107 | 3 | 0 | 106 | 104 | 103 | 104 | -2 |
| O=C(COC(=O)Cc1c[nH]c2ccccc12)Nc1cc(S(=O)(=O)N2CCOCC2)ccc1Cl | 113 | 3 | 0 | 103 | 97 | 101 | 102 | 5 |

A different layout for part of the listing above:
CIT2 TOR yeast	VLA-4 inh	GRK2 aptamer HTS	AGP1-GFP MLPCN	LAP4 TOR yeast	MEP2-GFP yeast	RPL19A-GFP yeast	GASC-1 inh	mol
93	-2	0	104	103	99	94	3	O=C(COC(=O)Cc1ccc(F)cc1)Nc1ccc2[nH]c(=O)[nH]c2c1
101	-1	4	100	105	112	98	-9	Cc1csc(N2CCCC2c2nc3cc(Cl)c(N4CCCCC4)cc3n2CCCO)n1 (stereo not drawn)
109	2	0	98	100	103	106	5	Cc1cc(C)c2c(CC(=O)NNC(=O)c3ccccc3)coc2c1
101	7	1	92	115	103	98	-9	O=C(Nc1ccc(-c2nc3ccccc3o2)cc1)c1ccc2c(c1)OCO2
91	0	0	94	77	101	119	5	CC(=O)Nc1ccc(NC(=O)COc2ccc(-c3ccccc3)cc2)cc1
103	-10	3	105	96	103	100	1	O=C1C2C3C=CC(C3)C2C(=O)N1Cc1ccc(CN2C(=O)C3C4C=CC(C4)C3C2=O)cc1 (stereo not drawn)
96	-1	3	99	98	90	95	6	CCOC(=O)C1(Cc2ccccc2C(F)(F)F)CCN(C(C)COC)CC1 (stereo not drawn)
88	-7	4	92	87	89	96	6	O=C1OCCC1N1C(=O)c2ccccc2S1(=O)=O (stereo not drawn)
96	13	0	95	91	91	101	14	CC(Oc1ccc(Cl)cc1Cl)C(=O)NN=C1CCN(C)CC1 (stereo not drawn)
